Bioassay records from PubChem BioAssay.
APJ agonist: APJ receptor agonism; P35414; CHO-K1 APJ PathHunter beta-arrestin, luminescence; 0% DMSO wells, 100% apelin; activation, % at 20 µM; hit rate 0.11% among 330,000;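 active means activation more than six SD over the plate average, tested at 20 µM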;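 further: 0% = DMSO alone and 100% = apelin-13 at 10 nM; some results filed as inactive read as strong as hits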
Target sequence (P35414 whole entry, looked up): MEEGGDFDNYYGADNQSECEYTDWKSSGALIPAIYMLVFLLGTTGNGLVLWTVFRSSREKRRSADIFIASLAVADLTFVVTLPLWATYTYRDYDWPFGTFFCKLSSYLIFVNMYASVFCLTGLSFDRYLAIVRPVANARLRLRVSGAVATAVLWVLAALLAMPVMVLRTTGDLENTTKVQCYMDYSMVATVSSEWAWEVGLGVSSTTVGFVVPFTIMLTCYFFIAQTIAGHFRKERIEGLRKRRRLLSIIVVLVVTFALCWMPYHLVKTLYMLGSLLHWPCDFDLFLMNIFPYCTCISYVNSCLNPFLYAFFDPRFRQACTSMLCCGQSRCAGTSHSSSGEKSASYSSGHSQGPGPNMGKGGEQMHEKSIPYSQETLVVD
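Assay system: CHO-K1 cells stably expressing ProLink-tagged human APJ and arrestin–beta-gal acceptor. Compound dosing: 20 µM single point, 1% DMSO. Times: 16-18 h seeding, 90 min dark compound exposure, 60 min detection. Detection: beta-gal luminescence. Evaluation: APJ–arrestin association signal. Controls: negative DMSO alone, positive Apelin-13 at 10 nM.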
TIM10 inh: TIM10 yeast growth inhibition; AID 463195; S. cerevisiae TIM10 strain growth, BacTiter-Glo luminescence, 24 h; inhibition, % at 10 µM; hit rate 1.4% among 330,000;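 active means inhibition of 40% or more at the single tested concentration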;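 further: wild-type TIM10 isogenic control strain grown at permissive 25 °C; 0% = DMSO yeast wells and 100% = minimal medium wells without yeast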
NALP3 yeast inh: blocks the NALP3 inflammasome reconstituted in yeast | Yeast reconstituted NLRP3/ASC/caspase-1, beta-gal luminescence, 24 h | inhibition, % at 10 µM | hit rate 0.39% among 330,000;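 active means inhibition of 50% or more; inactive means inhibition below 50%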;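 further: plate controls were induced DMSO wells for no effect and uninduced yeast grown without galactose for full effect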
GRIN3A LBD mod: NR3A (human) ligand-binding domain modulation. NR3A LBD differential scanning fluorimetry, Tm shift; 0% = protein alone, 100% = glycine-bound protein. Tm shift relative to glycine control, % at 25 µM. hit rate 2.5% among 340,000. AID 1259313;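 active means melting temperature shift of at least 10% of the positive control shift, at one fixed dose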
beta cell repl: MIN6 beta-cell proliferation induction. AID 2380. MIN6 cells proliferation, ATPlite luminescence, 48 h; cells starved in 0.2% serum; 100% = growth in 10% serum. hit rate 0.29% among 330,000. proliferation, % at 10 µM;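 active means compounds whose signal lies at least 3.5 SD above the mean of all wells on their plate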;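 further: 0% = DMSO-treated cells in low-serum medium and 100% = 10% serum control; some compounds called inactive have numbers as strong as hits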
tim10-1 inh: inhibits growth of tim10-1 mutant yeast; S. cerevisiae tim10-1 ts strain growth, BacTiter-Glo, 24 h; inhibition, % at 20 µM; hit rate 2.2% among 330,000; AID 463190;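 active means inhibition of at least 40%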;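 further: mutant grown at 25 °C; 0% = DMSO wells with yeast and 100% = wells holding no yeast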
tim23-1 inh: growth inhibitors of tim23-1 mutant yeast; S. cerevisiae tim23-1 growth, BacTiter-Glo luminescence, 24 h; inhibition, % at 20 µM; hit rate 1.3% among 330,000;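 active means growth inhibition of the mutant yeast at or above 50%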;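 further: temperature-sensitive mutant grown at 25 °C; plate controls were DMSO-treated mutant yeast for no effect and medium wells lacking yeast for full effect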
APJ antagonist: blocks the human apelin receptor APJ | inhibition, % at 20 µM | CHO-K1 APJ beta-arrestin complementation, luminescence | hit rate 0.32% among 330,000 | P35414;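 active means inhibition above about 40% at 20 µM, limit read from the data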;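 further: cells challenged with 10 nM apelin-13 agonist together with compound; plate controls were apelin-13 plus DMSO wells for no effect and DMSO wells lacking apelin-13 for full effect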
MPTP inh: inhibitors of mitochondrial permeability transition pore; inhibition, % at 10 µM; hit rate 1.4% among 360,000; isolated mouse mitochondria, Ca2+ swelling absorbance, 30 min;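 active means inhibition of 50% or more, scaled per plate between neutral and stimulator controls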;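 further: 0% = DMSO wells given calcium and 100% = 1 mM EGTA wells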
Numbers without * were called inactive; / = not tested or not shown. The order is random; overall some 7.2% were active at least once.

SMILES	APJ agonist	TIM10 inh	NALP3 yeast inh	GRIN3A LBD mod	beta cell repl	tim10-1 inh	tim23-1 inh	APJ antagonist	MPTP inh
O=S(=O)(CCN1C=CC(C(F)(F)F)=NCC1)c1ccc(F)cc1	2	9	22	1	-1	-2	3	15	0.9
N#Cc1cnn(-c2ccccc2)c1N	1	10	15	1	-1	2	8	0	0.0
CCOCCCNC(=S)Nc1ccc2nc(N3CCCC3)cc(C)c2c1	4	-15	11	-2	-1	9	-1	-24	1.8
CCOC(=O)C1CCN(C2CC(=O)N(c3cccc(Cl)c3)C2=O)CC1 (stereo not drawn)	-3	9	9	-1	1	42*	23	-8	-1.8
COc1cc(CCC(=O)OCc2ccccc2C#N)cc(OC)c1OC	-2	9	6	1	0	3	9	10	-0.3
CCOC(=O)N1CCN(C(=O)Nc2ccccc2)CC1	-4	6	-13	0	-5	-12	2	7	1.0
O=C(/C=C/c1ccccc1[N+](=O)[O-])NCC1CCCO1 (stereo not drawn)	4	-5	-3	-3	0	13	12	-9	0.1
COCCNC(=S)N/N=C/c1ccccc1C(=O)O	0	2	1	1	-2	7	11	22	-0.2
O=C1CN(C(=O)c2cc3ccccc3o2)c2ccccc2N1	2	14	1	-2	0	6	22	3	-3.1
O=C1CCC(C(=O)NCc2cccnc2)N1 (stereo not drawn)	-3	-1	-1	2	0	7	9	-4	1.8
COc1cc(OC)c2c(-c3cccc(-c4ccc(OC)c(OC)c4)c3)cc(=O)oc2c1	/	-29	/	1	/	5	32	/	0.5
COc1cc(CC(=O)OCC(=O)Nc2ccc3c(c2)OCCO3)cc(OC)c1OC	-2	6	9	-1	0	18	-2	5	0.9
COCCCNCCCCOc1ccc(C)cc1[N+](=O)[O-]	-2	-4	6	0	-1	-14	11	9	1.0
C=CCn1c(-c2ccc(OC)c(OC)c2)cs/c1=N\c1ccccn1	-1	-3	30	1	-2	23	19	-16	-4.0
COc1cccc(CN2CCNC(=O)C2CC(=O)N(C)C2CCCCC2)c1 (stereo not drawn)	1	-1	18	-1	2	17	6	-5	-0.6
Cc1cc(Cl)c(S(=O)(=O)N2CCN(c3ccc(F)cc3)CC2)cc1OCC(=O)NC1CCCCC1	1	16	10	1	-6	31	29	1	80*
COc1ccc(S(=O)(=O)NCC(c2cccnc2)N2CCN(C)CC2)cc1OC (stereo not drawn)	1	5	22	-2	5	-11	0	7	-0.9
COc1ccc(N2C(=O)CC(NC34CC5CC(CC(C5)C3)C4)C2=O)c(OC)c1 (stereo not drawn)	-5	6	8	3	-2	-4	19	0	0.0
COc1ccc(NC(=O)COC(=O)/C=C/c2ccccc2[N+](=O)[O-])cc1	-4	5	10	0	1	-13	-12	14	0.2
COc1ccc(NC(=O)C2CCN(S(=O)(=O)c3cccc4nonc34)CC2)cc1OC	0	12	-5	8	0	-6	0	-19	-0.7
O/N=C(\C[n+]1ccccc1)c1ccc(Br)cc1	-3	4	5	1	3	7	6	2	-0.1
OCCOCCn1c(-c2ccccc2)nc(=S)c2c1CCCC2	0	-10	4	3	4	-7	-8	-3	0.4
N#Cc1ccccc1OCC(=O)Nc1c(C(=O)C2CC2)oc2ccccc12	40*	-1	11	2	-4	27	11	-7	2.6
CCC(C)C(NC(=O)OC(C)(C)C)C(=O)NC(C(=O)NC(C)C(N)=O)C(C)C (stereo not drawn)	-1	-12	20	-2	-1	-11	-6	14	-2.7
O=C(CSc1ccc(-c2ccncc2)nn1)c1ccccc1	-1	-3	-52	-1	0	6	6	-32	3.3
COc1ccc(C2(CNC(=O)c3ccc(OC)c([N+](=O)[O-])c3)CCCCC2)cc1OC	-4	-3	1	-2	-1	8	26	8	0.0
CC(C)NC(=O)CN1CCN(c2ncccn2)CC1	-3	-9	-3	0	-2	2	-10	15	0.6
CCCCn1c(SCC(=O)Nc2cc(C)on2)nc2ccccc2c1=O	-4	4	6	0	-3	7	2	31	-1.3
Cc1ccc(S(=O)(=O)NCCNc2ccccc2[N+](=O)[O-])cc1	-3	12	21	-5	2	12	38	1	0.5
O=C(O)c1[nH]c2ccccc2c1CC(=O)N1CCOCC1	0	-1	2	0	-2	14	-5	-3	1.5
O=C(COC(=O)c1ccc(OC(F)F)cc1)NCCCN1CCCC1=O	-3	-14	7	0	-5	-12	12	8	1.2
Cc1ccn2c(C(=O)N/N=C/c3ccc(CNC(=O)C(=O)Nc4ccc(C)c(C)c4)o3)c(C)nc2c1	-1	11	4	/	0	21	15	-15	/
Brc1ccccc1-c1cnco1	0	8	-4	0	-2	5	6	1	0.7
O=C(Cc1ccc(Br)cc1)N1CCN(c2ccc(F)cc2)CC1	-2	17	20	1	0	20	31	11	-3.6
O=C(COc1ccc([N+](=O)[O-])cc1)N1CCN(c2nnc(-c3ccccc3)c3ccccc23)CC1	-2	-10	11	-1	-2	-17	-11	11	13
CC(C)c1onc(C(=O)N2CCCCC2C)c1[N+](=O)[O-] (stereo not drawn)	2	1	20	3	1	21	11	-18	0.3
CC(C)Oc1ccc(C2CC(=O)N(c3ccc(N(C)C)cc3)C2=O)cc1 (stereo not drawn)	-5	-2	16	-2	2	2	-18	9	1.6
C=CCOc1ccc(/C=C/C(=O)OCC(=O)NCc2ccco2)cc1	4	6	18	2	2	1	17	15	0.8
CC(NC(=O)c1cccc(C(F)(F)F)c1)C1CCCO1 (stereo not drawn)	-4	-3	3	2	-1	13	-1	15	-2.5
CN1CCCN(C(=O)c2ccc(Br)cc2)CC1	-1	-6	10	0	-2	1	-5	23	-0.1
NC(C(=O)O)C1CC(Cl)=NO1 (stereo not drawn)	-3	-7	23	/	0	-11	-40	6	/
CCc1ccccc1NC(=S)N(CCCN1CCN(C)CC1)Cc1cccs1	3	10	-7	-3	0	-3	12	-5	1.2
CC(C)c1cc(=O)oc2c3c4c(cc12)CCCN4CCC3	1	9	14	-6	-2	15	16	3	3.0
COc1ccc(Cn2nnnc2C(c2ccc(N(C)C)cc2)N2CCC(C)CC2)cc1 (stereo not drawn)	-4	8	20	5	-2	28	22	0	1.1
COc1ccccc1N1CCN(C(=O)CSc2ncccc2-c2nc3ccccc3[nH]2)CC1	-1	18	9	-1	-2	35	24	4	-0.9
CN(CC(=O)Nc1cccc(F)c1)C(=O)Cn1c(=O)oc2ccccc21	-5	1	10	1	4	-20	-9	3	-0.5
CN(C(=O)COC(=O)c1cc2c(s1)CCCCC2)C1CCS(=O)(=O)C1 (stereo not drawn)	-2	0	20	0	2	11	6	5	2.0
CCNC(=S)N/N=C/c1cc(C)n(-c2ccc(Cl)cc2)c1C	-5	50*	5	-2	-6	33	29	17	1.8
CC(=O)c1ccc(N(C(=O)CNC(=O)c2ccco2)C(C(=O)NC2CCCC2)c2cccnc2)cc1 (stereo not drawn)	-1	14	11	4	-1	6	-8	-3	-3.3
Cc1cc(C(=O)N2CCCc3ccccc32)no1	-4	-1	-1	-2	-2	14	-12	13	-1.0
CC1(C)CC(=O)CC(=NCC(=O)O)C1	-2	18	13	5	-3	13	12	-1	-0.2
Cc1cc(/C=N/n2cnnc2)c(C)n1-c1cccc(Cl)c1	-7	-26	8	-1	-3	-22	-28	1	-0.2
COc1ccc(CN2CCN(C(=O)CCC(=O)Nc3nnc(CC(C)C)s3)CC2)cc1F	-3	8	26	-1	-2	4	-6	-1	1.1
O=C(NCc1cc(C(F)(F)F)cc(C(F)(F)F)c1)C12CN(Cc3ccccc3)CC1C(c1cccc([N+](=O)[O-])c1)=NO2 (stereo not drawn)	6	6	9	-3	-5	6	15	-1	0.8
Cc1cccc(NCC(=O)N/N=C\c2ccc[nH]2)c1	2	10	-5	0	-1	8	8	-11	0.1
O=S(=O)(NCCCc1ccccc1)c1cccc2nsnc12	5	5	23	-2	0	17	13	8	1.2
O=C(CSc1oc(-c2ccccc2)nc1S(=O)(=O)c1ccccc1)NCC1CCCO1 (stereo not drawn)	-5	6	-14	1	4	18	11	24	-0.2
COc1ccc(N(C)S(=O)(=O)c2cccc(C(=O)Nc3nnc(C)s3)c2)cc1	2	-8	2	-1	-4	16	-3	-13	0.0
CN(CCCNC(=O)Cn1cc2c(n1)CCCC2)C1CCCCC1	-1	2	-5	-1	-4	9	3	-7	0.0
O=C(CCCN1C(=O)S/C(=C/c2ccccc2)C1=S)Nc1ccc(C(=O)O)cc1	1	12	-6	-14	-2	13	11	14	0.4
Following part
SMILES	APJ agonist	TIM10 inh	NALP3 yeast inh	GRIN3A LBD mod	beta cell repl	tim10-1 inh	tim23-1 inh	APJ antagonist	MPTP inh
O=C(NCCc1ccccc1)c1ccc(-c2ccccc2C(F)(F)F)o1	-5	0	13	-25	-8	22	25	-61	/
CCC(OC(=O)c1nsc(Cl)c1Cl)C(=O)NCCOC (stereo not drawn)	-2	-1	4	-1	-3	7	9	4	0.0
O=C(CSc1nnc(Cc2ccccc2)n1-c1ccccc1)N1CCOCC1	-3	7	8	-2	0	11	0	8	-1.3
CC(C)N(Cc1ccccc1)S(=O)(=O)N(C)C	-5	-3	30	2	0	-10	76*	0	0.3
ONC(=Nc1ccccc1)c1ccc(Cl)cc1	-3	20	3	2	-1	31	-29	-22	0.7
Cc1noc(C)c1C(=O)Nc1nc(-c2ccc([N+](=O)[O-])cc2)cs1	4	-5	13	-4	0	-12	-7	4	0.7
COC(=O)[C@]1(C)N[C@H](c2ccc(-c3cccc(Cl)c3)cc2)[C@@H]2C(=O)N(C)C(=O)[C@@H]21	-3	25	3	2	-5	23	25	5	0.9
Cc1cc(Nc2ccc(C)c(F)c2)n2ncnc2n1	-3	18	13	0	1	14	6	-1	-1.8
CCC(C)(C)n1nnnc1CN1CCSCC1	1	-11	6	0	0	22	13	-13	0.7
COc1ccc(C2CC(=O)c3cnn(-c4nc(C)cc(C)n4)c3C2)cc1 (stereo not drawn)	-3	9	16	2	-3	26	14	1	-1.0
Cc1c(CCO)c(=O)n(-c2ccccc2)n1S(=O)(=O)c1c(Cl)cc(Cl)cc1Cl	1	34	41	2	0	27	23	-5	-4.2
O=C(O)c1cc2c(cc1NC(=O)c1c(F)cccc1F)OCCCO2	-2	15	12	-1	-1	-2	11	12	0.0
CCOc1ccccc1NC(=O)CCC(=O)O	-1	-11	5	-1	-1	-3	-8	-15	-0.1
O=C(CSc1nnc(-c2ccncc2)n1-c1ccc(F)cc1)NC(=O)NCc1ccco1	-3	14	16	-3	0	28	16	19	-0.5
CCOC(=O)C1=C(C)N(CCCC(=O)O)C(=O)NC1c1ccc(OC)cc1 (stereo not drawn)	6	0	1	0	-6	22	4	11	1.1
COc1ccc(CCNC(=O)CSc2cn(Cc3ccccc3)c3ccccc23)cc1OC	3	3	4	0	-3	-2	7	11	-0.9
CCOc1ccc(CCNC(=O)c2cccc(S(=O)(=O)N3CCCCC3)c2)cc1OCC	-4	-2	8	1	2	5	0	-9	-0.6

Reprinted at random: four records from the list.
SMILES	APJ agonist	TIM10 inh	NALP3 yeast inh	GRIN3A LBD mod	beta cell repl	tim10-1 inh	tim23-1 inh	APJ antagonist	MPTP inh
CCOC(=O)C1=C(C)N(CCCC(=O)O)C(=O)NC1c1ccc(OC)cc1 (stereo not drawn)	6	0	1	0	-6	22	4	11	1.1
CCOc1ccc(CCNC(=O)c2cccc(S(=O)(=O)N3CCCCC3)c2)cc1OCC	-4	-2	8	1	2	5	0	-9	-0.6
COc1ccc(CCNC(=O)CSc2cn(Cc3ccccc3)c3ccccc23)cc1OC	3	3	4	0	-3	-2	7	11	-0.9
O=C(CSc1nnc(-c2ccncc2)n1-c1ccc(F)cc1)NC(=O)NCc1ccco1	-3	14	16	-3	0	28	16	19	-0.5
